KLK7 zymogen act: activators of human kallikrein-7 zymogen. activation, % at 7 µM. P49862. purified proKLK7, EDANS-DABCYL substrate fluorescence; 100% is mature enzyme control, 0% vehicle. actives 0.9% (n = 370,000). AID 652039;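 active = activation above the mean of all tested compounds plus 3 SD, computed per campaign excluding outliers beyond control limits, cut at about 13% in these data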
sPLA2-III inh: Inhibits HGIII-sPLA2 liposome hydrolysis, primary screen | Q9NZ20 | QFRET BODIPY PC-A2 liposome hydrolysis, fluorescence | inhibition, % at 12.2 µM | actives 0.56% (n = 370,000) | AID 743126;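 active = inhibition above mean plus 3 SD of compounds lying within the high and low control bounds, cut at about 19% in these data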;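 note: 0% = median of test compound wells and 100% = no enzyme DMSO wells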
NPR1 activator: GC-A (human) enzyme activation. P16066. HEK293 GC-A cells, cGMP TR-FRET, EC30 ANP; 0% at EC30 ANP, 100% saturating ANP. activation, % at 10 µM. actives 0.14% (n = 370,000). AID 1671463; in the data active = activation above about 40%
Tn6 DDE FP: disrupts Tn6 cyclic peptide binding to fibrin D-Dimer-E complex; Fibrin DD(E) TRITC-Tn6 fluorescence polarization displacement; inhibition, % at 8.3 µM; actives 0.21% (n = 370,000);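 active = inhibition above a per-campaign cutoff: mean of compounds within control limits plus 3 SD, cut at about 15% in these data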;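 note: 0% = median of all compound wells on the plate and 100% = blocking peptide control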
ADAM10 inh: ADAM10 inhibition, QFRET primary screen; recombinant ADAM10, EDANS/DABCYL FRET peptide cleavage, 3 h; inhibition, % at 7 µM; O14672; AID 720582; actives 0.62% (n = 370,000);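 active = inhibition above a per-campaign cutoff equal to the mean of compounds falling between control-based bounds plus 3 SD, cut at about 20% in these data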;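 note: 0% = DMSO wells while the 100% control is not disclosed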
GC-B act: GC-B (human) receptor activation. activation, % at 10 µM. actives 0.11% (n = 370,000). P20594. HEK293-GC-B cells, CNP EC30, cGMP TR-FRET; 0% at EC30 CNP, 100% saturating CNP;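 active = activation at 10 µM reaching about 35% in either raw or pattern-adjusted values, limit read from the data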
Target sequence (P20594 whole entry, looked up): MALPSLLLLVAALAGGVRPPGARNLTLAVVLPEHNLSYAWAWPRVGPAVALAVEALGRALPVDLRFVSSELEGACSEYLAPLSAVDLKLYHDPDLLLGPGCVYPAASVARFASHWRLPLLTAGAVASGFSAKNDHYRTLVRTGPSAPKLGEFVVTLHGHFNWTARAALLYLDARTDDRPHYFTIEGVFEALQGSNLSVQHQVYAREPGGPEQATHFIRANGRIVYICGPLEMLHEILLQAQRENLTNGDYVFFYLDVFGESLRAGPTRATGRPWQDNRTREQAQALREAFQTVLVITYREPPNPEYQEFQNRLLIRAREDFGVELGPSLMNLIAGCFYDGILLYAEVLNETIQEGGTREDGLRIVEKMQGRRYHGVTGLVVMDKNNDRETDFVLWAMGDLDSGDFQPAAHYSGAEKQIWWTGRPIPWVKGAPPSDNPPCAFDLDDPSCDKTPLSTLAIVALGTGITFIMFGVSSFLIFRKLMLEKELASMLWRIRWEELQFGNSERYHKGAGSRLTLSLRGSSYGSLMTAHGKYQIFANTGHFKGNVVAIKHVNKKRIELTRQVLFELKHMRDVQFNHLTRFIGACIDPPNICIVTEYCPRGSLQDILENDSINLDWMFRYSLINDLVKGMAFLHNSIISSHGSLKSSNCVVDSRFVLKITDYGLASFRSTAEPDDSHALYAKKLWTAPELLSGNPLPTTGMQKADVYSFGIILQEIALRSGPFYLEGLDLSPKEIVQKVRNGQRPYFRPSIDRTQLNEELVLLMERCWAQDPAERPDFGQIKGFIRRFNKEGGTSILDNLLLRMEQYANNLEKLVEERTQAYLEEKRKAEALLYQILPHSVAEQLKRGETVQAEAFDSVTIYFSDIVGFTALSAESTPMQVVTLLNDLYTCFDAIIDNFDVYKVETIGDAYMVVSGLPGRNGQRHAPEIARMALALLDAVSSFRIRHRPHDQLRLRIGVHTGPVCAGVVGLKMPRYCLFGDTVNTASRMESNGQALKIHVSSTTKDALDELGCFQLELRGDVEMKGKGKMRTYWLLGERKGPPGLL
ARFGAP1 inhibitor: rat ARFGAP1 inhibition; Q62848; Arfgap1-stimulated ARF1 GTP hydrolysis, GDP FP detection; inhibition, % at 16.5 µM; actives 0.26% (n = 360,000);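 active = inhibition above a per-plate limit, mean inhibition of low control wells plus 3 SD, cut at about 25% in these data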;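 note: 0% = DMSO wells with enzyme and 100% = wells lacking Arfgap1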
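Material: rat Arfgap1 catalytic domain, aa 1-136; also added: human ARF1(Δ1-17)-GTP substrate; compound dosing: one concentration, 16.5 µM, DMSO 1.26%; incubation: GTP hydrolysis reaction 2 h at 25 °C; measured by: Tracer-displacement fluorescence polarization with EDTA stop, 620/688 nm; evaluation: % inhibition from polarization; repeats: one replicate per compound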
rCAG RNA binder: binds r(CAG) RNA repeats. inhibition, % at 3 µM. r(CAG) RNA repeat, TO-PRO-1 dye displacement fluorescence. actives 1.3% (n = 370,000);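 active = inhibition above the plate cutoff, the mean of all test compounds on that plate plus 3 SD, cut at about 35% in these data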;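 note: 0% = DMSO alone and 100% = 100 µM mitoxantrone as full dye displacement; higher means more dye released from RNA so lower well fluorescence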
GAA850 FXN act: frataxin GAA850 promoter activation; HEK293 lucGAA850 FXN promoter luciferase reporter, 24 h; percent of 10 µM SAHA response; activation, % at 6 µM; actives 0.56% (n = 360,000); AID 540364;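 active = activation above the average of all compounds screened plus 3 SD, cutoff fixed separately per campaign, cut at about 7.5% in these data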;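 note: 0% = DMSO wells and 100% = 10 µM SAHA wells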
ASAP1 inh: inhibitors of human ASAP1 ArfGAP activity. Q9ULH1. ASAP1-stimulated ARF1 GTP hydrolysis, GDP FP detection. inhibition, % at 16.5 µM. actives 0.19% (n = 360,000). AID 624377; in the data active = inhibition above about 25%;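 note: 0% = vehicle with enzyme and substrate and 100% = no enzyme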
* marks the source's active call; other numbers are inactive results; / = no result given.

Labels used below – A = KLK7 zymogen act; B = sPLA2-III inh; C = NPR1 activator; D = Tn6 DDE FP; E = ADAM10 inh; F = GC-B act; G = ARFGAP1 inhibitor; H = rCAG RNA binder; I = GAA850 FXN act; J = ASAP1 inh
CC(=O)c1cc(CN2CCN(CCC(C)C)C(CCO)C2)cs1 (stereo not drawn)
  A = 0.2; B = 2; C = 3; D = -7; E = -9; F = 0; G = 10; H = 1; I = 1.9; J = -5

CC(C)c1cc(C(=O)NCc2ccco2)no1
  A = 0.2; B = 1; C = 9; D = -1; E = -15; F = 3; G = 8; H = 4; I = 2.0; J = 2

CN1CCN(C2=Cc3ccc(Cl)cc3Sc3ccc(F)cc32)CC1
  A = -0.7; B = -11; C = -32; D = -1; E = 2; F = -20; G = -4; H = -3; I = 1.9; J = 4

Cc1cccc(C)c1N(CC(=O)Nc1cccc(N(C)S(C)(=O)=O)c1)S(C)(=O)=O
  A = -0.5; B = -9; C = 2; D = 4; E = -2; F = -4; G = 2; H = -4; I = -0.6; J = 0

Cc1sc2ncnc(N3CCC(C)CC3)c2c1C
  A = 0.4; B = -3; C = -5; D = 10; E = -4; F = -4; G = -2; H = -2; I = 3.5; J = 14

CCOC(=O)C1CCN(C(=O)c2cc3cc(F)ccc3[nH]2)CC1
  A = 1.1; B = -7; C = 5; D = 3; E = -6; F = 11; G = 9; H = -5; I = 1.8; J = 7

CCCC(C(=O)NC(C)(C)C)N(CC1CCCO1)C(=O)c1snc(C(N)=O)c1N (stereo not drawn)
  A = 2.4; B = 1; C = -8; D = 4; E = -144; F = -1; G = 1; H = -3; I = 0.1; J = -5

C/C(CC(=O)N(C(C)C)C(C)C)=N\NC(=O)COc1ccc(Br)cc1Br
  A = 0.3; B = -2; C = -6; D = 2; E = -2; F = 2; G = 9; H = -2; I = -0.8; J = 11

O=S(=O)(c1ccc2[nH]c3c(c2c1)CCCC3)N1CCCCC1
  A = 5.2; B = -29; C = 2; D = 2; E = -19; F = 2; G = -4; H = 18; I = 1.1; J = 12

CN(Cc1ccccc1)c1ccc(N2C(=O)CCCC2=O)cc1[N+](=O)[O-]
  A = -0.5; B = 2; C = 1; D = 3; E = 0; F = 4; G = 4; H = 0; I = 0.1; J = -9

N#C/C(=C/c1ccc(CNS(=O)(=O)c2ccccc2)o1)C(N)=O
  A = 1.1; B = 8; C = 1; D = 3; E = -9; F = 3; G = 0; H = -2; I = 1.6; J = 1

Cc1cn([C@H]2C[C@H](O)[C@@H](CNCc3cccn3-c3nccs3)O2)c(=O)[nH]c1=O
  A = -0.2; B = 7; C = 0; D = -5; E = -10; F = 2; G = -5; H = -2; I = -1.0; J = 4

CN(C)Cc1c(O)ccc2oc(Cc3ccccc3)cc12
  A = -0.4; B = -13; C = -1; D = -5; E = 4; F = -10; G = 0; H = 2; I = 1.0; J = 13

Cn1c(=O)c2c(nc(N3CCCCCC3)n2CCSc2nc3ccccc3o2)n(C)c1=O
  A = 0.2; B = 6; C = -7; D = -9; E = -11; F = -4; G = 2; H = -2; I = 1.6; J = 1

C=CC1=C2C=C(C3CC3)N(CC3CC3)C=C2C(=O)C(C)(OC(=O)c2ccco2)C1=O (stereo not drawn)
  A = 0.0; B = 8; C = 6; D = 5; E = -22; F = 2; G = 6; H = 1; I = -1.1; J = -2

Cc1ccc(SCC(=O)NCCSC(C)(C)C)cc1
  A = -0.4; B = -3; C = 0; D = -4; E = 4; F = 3; G = 6; H = -10; I = 2.8; J = -5

c1ccc(CN(Cc2ccccc2)c2nn[nH]n2)cc1
  A = -0.1; B = -10; C = 4; D = 3; E = -3; F = 0; G = -6; H = 5; I = 1.9; J = 10

O=C(COC(=O)COc1ccccc1)Nc1ccc(OC(F)(F)F)cc1
  A = -0.8; B = -10; C = -3; D = 4; E = 9; F = -6; G = 9; H = 0; I = -1.5; J = -5

COc1ccc(C(=O)Cn2nnc(-c3ccccc3F)n2)cc1
  A = -0.2; B = -76; C = 1; D = 2; E = -13; F = -3; G = 1; H = -4; I = 0.9; J = 2

COc1cccc(/C=C/c2[nH]c(=O)[nH]c(=O)c2[N+](=O)[O-])c1O
  A = 0.3; B = -11; C = 1; D = -3; E = -9; F = 0; G = -4; H = 10; I = -0.2; J = 2

O=S(=O)(NC1CCCCC1)c1ccc(N2CCOCC2)nc1
  A = -0.2; B = 1; C = -1; D = 7; E = -12; F = -1; G = 7; H = -3; I = 1.1; J = 2

NS(=O)(=O)c1ccc(NC(=S)Nc2cc(Cl)c(Cl)cc2Cl)cc1
  A = 0.0; B = 2; C = -2; D = -3; E = 13; F = 4; G = -12; H = 2; I = 0.9; J = -1

Cc1ccc2c(C)c(C(=O)N(C)C(C)c3ccncn3)oc2c1C (stereo not drawn)
  A = 0.2; B = 7; C = -6; D = 0; E = -14; F = -5; G = -4; H = -9; I = 4.5; J = -10

CCOC(=O)N1CCN(c2nc(=S)n(-c3ccccc3)c(C)c2C(C)=O)CC1
  A = -0.5; B = 1; C = -1; D = 3; E = 1; F = 3; G = -1; H = -5; I = -0.3; J = 10

Cc1cc(-c2cc(C(=O)NC3CCCC3)on2)nc(NCC2CC2)n1
  A = -0.5; B = 8; C = 3; D = -3; E = -2; F = -1; G = 5; H = -4; I = 0.6; J = -4

The list goes on; it opens with the two that closed the last part.
Labels used below – A = KLK7 zymogen act; B = sPLA2-III inh; C = NPR1 activator; D = Tn6 DDE FP; E = ADAM10 inh; F = GC-B act; G = ARFGAP1 inhibitor; H = rCAG RNA binder; I = GAA850 FXN act; J = ASAP1 inh
CCOC(=O)N1CCN(c2nc(=S)n(-c3ccccc3)c(C)c2C(C)=O)CC1
  A = -0.5; B = 1; C = -1; D = 3; E = 1; F = 3; G = -1; H = -5; I = -0.3; J = 10

Cc1cc(-c2cc(C(=O)NC3CCCC3)on2)nc(NCC2CC2)n1
  A = -0.5; B = 8; C = 3; D = -3; E = -2; F = -1; G = 5; H = -4; I = 0.6; J = -4

Cc1ccc(N2CCN(C(=O)NC3CCCCC3)CC2)c(C)c1
  A = -0.2; B = 4; C = -5; D = 4; E = -3; F = -6; G = 0; H = -7; I = -1.0; J = -10

COc1ccc(C(C)NC(=O)C2CCCC2)cc1OC (stereo not drawn)
  A = -0.2; B = -1; C = 8; D = 1; E = 16; F = 0; G = 2; H = -1; I = 0.8; J = -4

Cn1nc(C(=O)NC2CCCCC2)c2c1-c1ccccc1SC2
  A = 0.6; B = 0; C = -1; D = 7; E = 4; F = -2; G = -5; H = 3; I = 3.0; J = -7

Cc1cccc(NC(=O)Nc2ccc(Cl)c(Cl)c2)n1
  A = 0.1; B = 6; C = 6; D = 4; E = -3; F = -6; G = 5; H = 4; I = -7.7; J = -1

CC1CC(C)CN(CCCNC(=O)CN2C(=O)c3cccnc3Oc3ccc(Cl)cc32)C1 (stereo not drawn)
  A = -0.4; B = 0; C = -4; D = -3; E = 2; F = -5; G = -7; H = -3; I = -0.9; J = 10

C=C1CN(CC(=O)OC)S(=O)(=O)c2ccccc21
  A = -0.5; B = -7; C = -2; D = -5; E = -2; F = 2; G = -3; H = 6; I = 2.1; J = 13

CN(C(=O)COC(=O)c1ccc(=O)n(Cc2ccccc2)n1)C1CCCCC1
  A = -0.2; B = 15; C = 1; D = 3; E = -16; F = 4; G = -7; H = -10; I = 2.1; J = -13

COc1ccc(NC(=O)C(c2ccncc2)n2c(=O)c(-c3cc4ccccc4[nH]3)nc3ccccc32)cc1 (stereo not drawn)
  A = -2.6; B = -10; C = 2; D = 2; E = -244; F = -7; G = 16; H = 20; I = /; J = 6

COc1ccc(-n2cnc3cc(NS(=O)(=O)c4ccccc4)ccc32)cc1
  A = 0.5; B = -39; C = -16; D = -8; E = 17; F = -8; G = 11; H = 6; I = 7.4; J = 16

O=C(Nc1ccc(F)cc1)N1CCn2c(nc3ccccc32)C1
  A = 0.2; B = 1; C = 1; D = 3; E = -5; F = 4; G = -8; H = -1; I = 2.6; J = 2

Cc1ccccc1-c1noc(-c2ccc(O)cc2)n1
  A = 0.0; B = -51; C = /; D = -3; E = 33*; F = /; G = 10; H = 14; I = 5.2; J = -4

COCc1cc(C)nc2sc(C(=O)Nc3ccc(OC)cc3)c(N)c12
  A = 1.5; B = 2; C = 9; D = -3; E = -10; F = -1; G = 0; H = 3; I = 5.5; J = -4

CC(=O)NCCNC(=O)C1(C)Cc2c(-c3ccc(NC(C)=O)cc3)ccnc2O1 (stereo not drawn)
  A = 0.4; B = -3; C = 2; D = 0; E = -5; F = -3; G = -5; H = 0; I = -1.8; J = -8

O=C(CSc1nc(NS(=O)(=O)c2ccccc2)cc(=O)[nH]1)Nc1ccccc1C(F)(F)F
  A = 0.1; B = -7; C = 4; D = 5; E = 1; F = 4; G = -2; H = 9; I = -0.9; J = 6

COC(=O)c1ccc(NCc2c(O)ccc(O)c2Br)cc1Cl
  A = 0.2; B = 34*; C = 4; D = -11; E = 41*; F = -3; G = 18; H = 23; I = 4.1; J = 13

COc1ccc(NC(=S)Nc2cccc(Cl)c2Cl)cc1OC
  A = -0.2; B = -1; C = 6; D = -12; E = -3; F = 0; G = -8; H = -1; I = 3.4; J = 5

CCc1cc(C(=O)N2CCCC(C(=O)c3ccc(C(F)(F)F)cc3)C2)n(C)n1 (stereo not drawn)
  A = -0.3; B = 2; C = -2; D = -6; E = -1; F = -1; G = 4; H = -7; I = 1.6; J = 1

O=C1CC(C(=O)O)C2(CCCC2)O1 (stereo not drawn)
  A = 0.5; B = 3; C = 3; D = -2; E = 1; F = 0; G = -2; H = -1; I = -0.3; J = -3

CC1CCN(S(=O)(=O)c2cn(CC(=O)N3CC(C)CC(C)C3)c(=O)c3ccccc23)CC1 (stereo not drawn)
  A = 0.4; B = 14; C = 3; D = -1; E = -8; F = 0; G = 5; H = -3; I = -0.6; J = -2

One compound at a time, from the list above. Screens in order: KLK7 zymogen act	sPLA2-III inh	NPR1 activator	Tn6 DDE FP	ADAM10 inh	GC-B act	ARFGAP1 inhibitor	rCAG RNA binder	GAA850 FXN act	ASAP1 inh
Shown for `Cc1ccccc1-c1noc(-c2ccc(O)cc2)n1` : 0.0	-51	/	-3	33*	/	10	14	5.2	-4
Shown for `O=C(CSc1nc(NS(=O)(=O)c2ccccc2)cc(=O)[nH]1)Nc1ccccc1C(F)(F)F` : 0.1	-7	4	5	1	4	-2	9	-0.9	6
Shown for `COC(=O)c1ccc(NCc2c(O)ccc(O)c2Br)cc1Cl` : 0.2	34*	4	-11	41*	-3	18	23	4.1	13
